Bioassay records as filed in PubChem.
PGK inhibitor: qHTS Assay to Find Inhibitors of Phosphoglycerate Kinase; Phosphoglycerate kinase, glycosomal (Trypanosoma brucei brucei), P07378; actives 0.043% (n = 380,000); PGK/GAPDH coupled, Kinase-Glo luminescence, 60 min; AID 602233, 2012; Potency, µM (series often up to 57.5 µM), inactives show top-dose activity change, negative = inhibition, hits mostly inhibitors; further: potency means the concentration at half of the fitted maximal effect; on the % scale 0 is the no-effect control and ±100 the full control effect; nearly all actives have a fitted effect of over 60% in size
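Luminescent ATP detection (Kinase-Glo Plus) follows a 60-minute room-temperature incubation, with wells lacking PGK as controls. Buffer: 100 mM TEA (pH 7.6), 5 mM MgCl2, 0.01% Tween-20. Coupling enzyme GAPDH (100 nM final) supplies unstable 1,3-BPG in-well.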
ERG-DNA inh: qHTS for Small Molecule Inhibitors of the ERG Ets/DNA interaction; fluorescence polarization, His-ERG Ets domain / labelled DNA; actives 0.028% (n = 370,000); Potency, µM (top dose mostly 76.9 µM), for inactives: at the top dose FP activity, negative = inhibition, most hits filed as inhibitors; Transcriptional regulator ERG (Homo sapiens), P11308; active means well fitted inhibition curve with a large enough effect in the polarisation, with a control signal flat; inconclusive means small, poorly fitted or top-dose-only effect, or effect the other way, or a change in a side signal; inactive means no such curve, though single readings can be large or run the other way; the % refers to the polarisation;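 further: polarization taken with two DNA probes labelled with fluorescein and Texas red; potency means the concentration at half of the fitted maximal effect; % of control where 0% means no effect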
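His-tagged ERG Ets domain (1 uM in the protein solution; 300mM KCl, 50mM Tris-HCl, 1mM EDTA, 1mM DTT, pH 7.5) received compound, then a probe mix of 5 nM fluorescein-DNA and 100nM Texas-615-DNA. Fluorescence polarization was read for both dyes.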
HP1b chromo inh: HTS for Inhibitors of HP1-beta Chromodomain Interactions with Methylated Histone Tails; Chromobox protein homolog 1 (Homo sapiens), P83916; AlphaScreen HP1-beta / biotin-H3K9me3 peptide binding; Potency, µM (highest dose often 114 µM), inactives show at the highest dose activity change, negative = inhibition, most hits filed as inhibitors; actives 0.56% (n = 390,000); further: potency means the concentration at half of the fitted maximal effect; nearly all actives have a fitted effect of over 70% in size; inactives centre near 23
Target sequence (P83916 whole entry, looked up): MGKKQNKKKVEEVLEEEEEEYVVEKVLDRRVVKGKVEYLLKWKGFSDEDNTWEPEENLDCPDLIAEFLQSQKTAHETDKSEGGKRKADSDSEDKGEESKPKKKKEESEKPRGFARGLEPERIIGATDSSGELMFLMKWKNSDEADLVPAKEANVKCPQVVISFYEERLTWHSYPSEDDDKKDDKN
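Compound inhibition of the preformed complex between 50 nM HP1-beta and 50 nM biotinylated H3K9me3 peptide was read by AlphaScreen. Buffer was PBS pH 7.4 with 0.01% Tween-20. Incubations ran 30 min at room temperature, with 10 ug/mL donor/acceptor beads.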
JMJD2A Tudor inh: qHTS Assay for Inhibitors of JMJD2A-Tudor Domain. actives 4.4% (n = 390,000). Lysine-specific demethylase 4A (Homo sapiens), O75164. Potency, µM (doses to about 114 µM), inactives show at the highest dose activity change, negative = inhibition, actives largely listed as inhibitors. AlphaScreen JMJD2A-Tudor / H3K4me3 peptide binding; further: potency means the concentration at half of the fitted maximal effect; on the % scale 0 is the no-effect control and ±100 the full control effect; nearly all actives have a fitted effect of over 50% in size
Pin1 inh: qHTS Assay to Find Inhibitors of Pin1 | Peptidyl-prolyl cis-trans isomerase NIMA-interacting 1 (Homo sapiens), Q13526 | Pin1 FP peptide displacement, HiFluor488, 10 min | Potency, µM (doses to about 115 µM), for the others: at the highest dose activity, negative = inhibition, actives largely listed as inhibitors | actives 0.009% (n = 390,000) | AID 504891, 2011; active means well fitted inhibition curve with a large enough effect in the polarisation, with a control signal flat, not every such curve was filed as active; inconclusive means small, poorly fitted or top-dose-only effect, or effect the other way, or a change in a side signal; inactive means no such curve, though single readings can be large or run the other way; the % refers to the polarisation; further: potency means the concentration at half of the fitted maximal effect; on the % scale 0 is the no-effect control and ±100 the full control effect
Target sequence (Q13526 whole entry, looked up): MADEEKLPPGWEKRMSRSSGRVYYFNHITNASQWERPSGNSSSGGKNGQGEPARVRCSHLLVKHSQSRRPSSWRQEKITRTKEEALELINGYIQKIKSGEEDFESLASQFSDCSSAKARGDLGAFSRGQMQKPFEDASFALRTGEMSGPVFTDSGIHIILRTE
G9a inh: qHTS Assay for Inhibitors of Histone Lysine Methyltransferase G9a; Histone-lysine N-methyltransferase EHMT2 (Homo sapiens), Q96KQ7; G9a H3K9 monomethylation, AlphaScreen, 2 h; Potency, µM (top dose mostly 102 µM), without a hit: at the highest dose activity, negative = inhibition, hits mostly inhibitors; actives 8.8% (n = 350,000); AID 504332, 2011; further: potency means the concentration at half of the fitted maximal effect; on the % scale 0 is the no-effect control and ±100 the full control effect; nearly all actives have a fitted effect of over 75% in size
Target sequence (Q96KQ7 913-1193 limits assumed): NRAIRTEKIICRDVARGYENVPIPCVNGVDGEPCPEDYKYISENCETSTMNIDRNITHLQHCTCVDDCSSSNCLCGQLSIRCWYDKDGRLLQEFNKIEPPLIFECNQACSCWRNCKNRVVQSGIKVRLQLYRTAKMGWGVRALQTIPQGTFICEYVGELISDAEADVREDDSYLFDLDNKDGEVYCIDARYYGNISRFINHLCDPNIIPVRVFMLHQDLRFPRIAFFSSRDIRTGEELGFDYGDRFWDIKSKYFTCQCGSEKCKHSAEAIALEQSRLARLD
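G9a (20 nM) preincubated 15 min RT with compounds, then 500 nM biotinylated H3K9 peptide and 20 uM SAM added; 2 h RT reaction. Monomethyl-H3K9 product detected by AlphaScreen with anti-H3K9me1 antibody, streptavidin donor and anti-rabbit IgG acceptor beads.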
BAZ2B inh: qHTS Assay for Inhibitors of BAZ2B. Bromodomain adjacent to zinc finger domain protein 2B (Homo sapiens), Q9UIF8. AlphaScreen BAZ2B-H3K14Ac peptide displacement. Potency, µM (series often up to 114 µM), for the others: top-dose activity change, negative = inhibition, most hits filed as inhibitors. actives 4.4% (n = 360,000). AID 504333, 2011; further: potency means the concentration at half of the fitted maximal effect; on the % scale 0 is the no-effect control and ±100 the full control effect; nearly all actives have a fitted effect of over 60% in size
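Protein-peptide AlphaScreen: BAZ2B 50 nM, b-H3K14Ac 50 nM, 1x PBS pH 7.4 + 0.01% Tween-20. Preincubation 30 min RT; cpd 30 min RT (top 110 uM); beads 20 min RT, light-protected.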
GLS inhibitor: qHTS for Inhibitors of Glutaminase (GLS); Glutaminase kidney isoform, mitochondrial (Homo sapiens), O94925; GLS enzymatic activity, qHTS titration; Potency, µM (titrated, usually from 45.5 µM), for inactives: top-dose activity change, negative = inhibition, actives largely listed as inhibitors; actives 0.21% (n = 410,000); further: potency means the concentration at half of the fitted maximal effect; on the % scale 0 is the no-effect control and ±100 the full control effect
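Glutamate formation by hKGA was monitored fluorometrically using coupled glutamate oxidase, HRP and Amplex Red. Substrate was added as 1 mM L-glutamine solution; incubation was 30 min at RT after an initial read.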
PI4K2A inh: qHTS for small molecular inhibitors of PI4K2A. Phosphatidylinositol 4-kinase type 2-alpha (Homo sapiens), Q9BTU6. purified PI4K2A, ADP-Glo luminescence, 1 h; hits give low values. activity change, negative = inhibition, % at 76.9 µM. actives 0.13% (n = 420,000). AID 1346378, 2018; in the data active means activity change below about -50%; inconclusive means mostly about -30% to -49%;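 further: -100% = wells without enzyme as full effect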
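In this quantitative HTS, ADP production by PI4K2A was quantified luminescently after 1 h at ambient temperature; 100 microM adenosine served as plate-quality control.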
* = called active by the depositor; i = inactive; ? = inconclusive; . = no result given; & = joins results of further samples; [ ] = another dose, or the depositor's remark. Unless noted, the call rests on the fitted dose curve; in most records, active means well fitted curve in the direction sought with a large enough effect; inconclusive means small, poorly fitted or top-dose-only effect, or another doubt; inactive means no such curve, though single readings can be large; an effect the other way counts as inactive or inconclusive.

PGK inhibitor,ERG-DNA inh,HP1b chromo inh,JMJD2A Tudor inh,Pin1 inh,G9a inh,BAZ2B inh,GLS inhibitor,PI4K2A inh,Molecule
-7%,-3%,18%,6%,-3%,1%[59 µM],-12%,-3%,2,Cc1cc(Cl)c(S(=O)(=O)N2CCCCCC2)cc1OCC(N)=O
7%,6%,45%[activator],-5%[57.1 µM],?,-3%,-24%,1%,0,O=C(CCC1CCCN(C(=O)CCC(F)(F)F)C1)NCc1ccc(F)c(F)c1 (stereo unspecified)
-3%,-5%&0%,35%&11%,-21%&-15%,-6%&0%,47%,-26%&3%,1%&-7%,-14&-1,COc1ccc(CCNC(=O)CCn2c(=O)c3cccn3c3ccc(F)cc32)c(OC)c1OC
-1%,1%,13%,-15%,83%[activator],-13%[59 µM],-8%,5%,-12,COc1cc(-c2nnc(CSc3nnc(Nc4ccc(C(C)C)cc4)s3)o2)cc(OC)c1OC
-9%,-5%,-2%,-5%,-8%,20%,16%,23%,-2,CCOc1ncccc1C(=O)OCC(=O)c1c(N)n(C)c(=O)n(C)c1=O
7%,-3%,69%[activator],7%,-1%,.,.,-4%,-1,Cc1c(Cl)cc(C(C)C)c(O)c1CN1CCOCC1
-3%[11.5 µM],.,29%,-4%,-7%,7%[59 µM],-5%,4%,-1,S=C(NCc1ccccc1)NCc1ccccc1
3%,3%,28%,-1%,?,29%[0.501 µM],0%[57.1 µM],.,5,CCC(C)c1ccc(NC(=O)C2CCCN(c3ncccn3)C2)cc1 (stereo unspecified)
-7%,-23%,46%[activator],-12%,-2%,?,-1%,-4%,-4,O=C(NCCc1ccccc1)C1CCN(S(=O)(=O)c2cccnc2)CC1
-9%,5%,-2%,-18%,1%,?,1%,-8%,-1,Clc1ccc(-c2nc3ccccn3c2CN2CCOCC2)cc1
-6%,-6%,33%,1%,-4%,9%,-5%,-2%,6,CC(=O)Nc1ccc(NC(C)=O)c(NC2OCC(O)C(O)C2O)c1 (stereo unspecified)
-2%,-8%,4%,-33%,49%[activator],?,-31%,-13%,-1,COc1ccccc1NC(=O)CSc1nc2sc(C)c(C)c2c(=O)n1Cc1ccco1
-10%,-3%,38%,-22%,3%,?,-1%,33%[activator],2,N/C(=N\NC(=O)c1ccc(Cl)cc1)c1cnccn1
-3%,-3%,23%,10%,-3%,.,0%,0%,0,O=C(CCNS(=O)(=O)c1ccccc1)Nc1ccccc1
-6%,-3%,49%[activator],21%,3%,-10%,-9%,-8%,2,O=C(N=C1SC2CS(=O)(=O)CC2N1CCc1ccccc1)C1CCCCC1 (stereo unspecified)
.,0%,13%,-6%,6%,-11%,-20%,1%,-2,O=C(CSc1nnc2ccccn12)NCc1ccc2c(c1)OCO2
-10%,10%,118%[activator],-8%,10%,11%[59 µM],-33%,1%,2,CN(C(=O)c1ccco1)c1nc(-c2ccccc2)cs1
i,-2%,46%[activator],0%,0%,5%,-21%,-10%,-1,CC(=O)Nc1ccc(S(=O)(=O)N2CCN(c3cnn(C)c(=O)c3Cl)CC2)cc1
i,9%,26%,6%,-6%,0%,0%,-1%,1,O=C(Nc1nncs1)c1cc(S(=O)(=O)N2CCOCC2)ccc1Cl
-8%,-4%,13%[57 µM],-14%,0%,-4%[59 µM],-1%,-13%,14,Cc1nc(-c2ccc(S(=O)(=O)NCc3ccc(F)cc3)cc2)co1
i,-5%,78%[activator],0%,4%,-30%[0.501 µM],-7%,-4%,4,COc1ccc([C@H]2CC(=O)C=C(c3cccc(Cl)c3)C2)cc1
5%,-3%,22%,-12%,5%,.,2%,2%,4,O=C(NCCN1CCOCC1)c1cccc(S(=O)(=O)N2CCCC2)c1
.,.,.,-25%,-8%,0%[12.7 µM],-6%,.,.,O=C(O)c1ccc2c(c1)C(=O)N([C@H](Cc1c[nH]c3ccccc13)C(=O)O)C2=O
-2%,-1%,57%[activator],-15%,-1%,-1%[59 µM],-12%,12%,7,CCc1ccc(-n2nc(C)c3c(C)cc(=O)n(CC(=O)N(CC)Cc4ccccc4)c32)cc1
3%,-6%,32%,-10%,3%,6%,3%,-5%,7,O=C(CCc1nnc(-c2ccsc2)o1)NCc1ccccc1OC(F)(F)F
i,3%,35%,-6%,-7%,-12%[59 µM],4%,-9%,3,COc1cccc(C(=O)OCCN2CCCCC2)c1
i,-1%,66%[activator],5%,-2%,17%[59 µM],12%,-9%,-3,CC(C)Cc1cc(C(=O)NCc2ccc(Cl)cc2)no1
-9%,1%,58%[activator],-4%,0%,.,-7%,-19%,10,COc1cccc(CNC(=O)C2CCC(=O)N(C3CC3)C2)c1OC (stereo unspecified)
-12%,-13%,-4%,?,-14%,35µM*,?,14%,-1,Cn1c(=O)c(=O)n(C)c2cc(N3CCOCC3)c(NS(=O)(=O)c3ccc(Br)cc3)cc21
-9%,-5%,32%[activator],-4%,-4%,?,-6%,0%,2,CN1C(=O)NC(NC(=O)c2cccs2)(C(F)(F)F)C1=O (stereo unspecified)
-3%,-8%,31%,-7%,0%,34%,-9%,6%,-4,CC1CN(/C=C/C=O)C(C)CC1OC(=O)c1ccccc1 (stereo unspecified)
10%,-9%,35%,-6%,-12%,?,-1%,17%,-10,Cc1n[nH]c(C)c1CCCCOc1ccccc1F
8%,9%,35%,2%,-1%,.,-4%,-1%,2,COCCNC(=O)CN(C(=O)CCC(=O)Nc1ccccn1)c1ccccc1OC
3%,4%,17%,-14%,-2%,40µM*,0%,-2%,-1,CSc1ccc2nnc(-c3cccc(F)c3)n2n1
-10%,-9%,16%,-16%,3%,9%,-27%,-5%,-4,COc1cccc(-n2c(O)c(C=NCc3ccccn3)c3ccccc3c2=O)c1
.,3%,10%,-10%,-1%,-2%[12.7 µM],-3%,-1%,4,CC(c1ccccc1)C1CC(=O)N(c2ccc(C(=O)O)cc2)C1=O (stereo unspecified)
-1%,4%,-27%,?,?,32µM*,-27%,-10%,-3,CCN1CCc2c(sc(NC(=S)NC(=O)c3ccc(Cl)cc3)c2C(N)=O)C1
2%,2%,9%,-22%,41%[activator],38%[0.501 µM],-8%,-1%,0,N#CCSc1nc2c(sc(=S)n2Cc2ccco2)c(=O)n1-c1ccc(F)cc1
i,-1%,60%[activator],2%,2%,17%,-1%,-11%,-1,CC(C)C(=O)Nc1ccc2nn(-c3ccccc3)nc2c1
-1%,18%,22%,-2%,3%,.,.,5%,-2,O=C1c2ccccc2C(=O)N1C1C(=O)N2CCSC12C(=O)OCc1ccccc1 (stereo unspecified)
8%,-3%,-20%,-21%,-1%,?,-39%,10%,4,Cc1ccc2cccnc2c1NC(=S)NC(=O)c1ccccc1
-8%,-4%,34%,0%,7%,21%[12.7 µM],11%,1%,8,CC(=O)Nc1cccc(NC(=O)CSc2n[nH]c(-c3ccccc3)n2)c1
-5%,2%,34%,-6%,2%,-4%,1%,1%,-2,COCCn1c(C(C)C)nc2ccccc21
7%,6%,31%,-9%,-10%,.,-7%,8%,5,N#C/C(=C\c1cc(Br)ccc1F)C(=O)NC1CC1
-9%,-1%,73%[activator],18%,2%,8%,10%,-12%,1,Cc1cnn(C(=O)c2cc(-c3ccccc3)nc3ccccc23)c1
3%,2%,9%,-18%,-13%,-10%[59 µM],1%,17%,2,Cc1ccc(C(=O)NC(NCc2ccco2)C(Cl)(Cl)Cl)cc1 (stereo unspecified)
-2%,-6%,28%[57 µM],0%,4%,-1%[59 µM],2%,-4%,3,Cc1ccc2c(=O)cc(CSc3ncn[nH]3)[nH]c2c1C
i,0%,22%,-15%,0%,1%,-6%,5%,2,O=C(Cc1ccc(Cl)c(Cl)c1)Nc1cccc(S(=O)(=O)N2CCOCC2)c1
-1%,1%,20%,-24%,-3%,-9%[59 µM],-4%,1%,-5,Cc1c(Cl)cccc1NC(=O)Nc1nnc(N(C)Cc2ccccc2)s1
?,13%,28µM*,50µM*,?,?,18µM*,?,?,O=C(N/N=C/c1ccc(-c2ccc(S(=O)(=O)Nc3ncccn3)cc2)o1)c1cc2ccccc2cc1O
-8%,-2%,34%,-19%,-10%,-4%,-17%,8%,0,CC1CCCC(C)N1C(=O)CSc1nc2ccccc2c(=O)[nH]1 (stereo unspecified)
8%,0%,31%,3%,2%,-1%[2.33 µM],6%,-3%,-5,Cc1ccc(OCC(=O)OCC(=O)NC2CC2)cc1C
